M1 ag parental: counter-screen for M1 agonists: effect in parental CHO-K1 cells; Fluo-8 calcium fluorescence; scaled to maximal ATP response, vehicle zero; activation, % at 3 µM; 360,000 compounds, 0.48% hits; AID 602248; in the data active = activation above about 15%;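 note: untransfected CHO-K1 host cells lacking M1 receptor as counterscreen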
OXTR potentiator: human OXTR potentiation; CHO-OTR cells, Fluo-8 calcium fluorescence, potentiator mode; 0% = oxytocin EC15, 100% = EC100; activation, % at 3 µM; 320,000 compounds, 0.061% hits; P30559; AID 2445;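 active = activation above that plate's cutoff, the mean activation of tested compounds plus 3 SD, cut at about 6.6% in these data, passing the limit was not always enough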;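 note: 100% uses oxytocin at 75 nM as the full agonist control; some results filed as inactive read as strong as hits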
Target sequence (P30559 whole entry, looked up): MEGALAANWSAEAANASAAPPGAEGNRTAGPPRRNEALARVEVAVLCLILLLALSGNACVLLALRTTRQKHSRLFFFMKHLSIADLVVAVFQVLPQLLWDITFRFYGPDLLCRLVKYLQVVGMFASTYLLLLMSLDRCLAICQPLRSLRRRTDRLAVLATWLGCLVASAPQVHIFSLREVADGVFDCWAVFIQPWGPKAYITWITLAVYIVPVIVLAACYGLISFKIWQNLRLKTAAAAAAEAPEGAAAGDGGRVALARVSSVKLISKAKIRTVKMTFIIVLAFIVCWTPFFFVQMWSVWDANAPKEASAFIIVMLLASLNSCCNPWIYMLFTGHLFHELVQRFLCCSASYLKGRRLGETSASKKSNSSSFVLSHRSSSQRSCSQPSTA
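Assay system: CHO-OTR cells, human receptor / Also added: oxytocin at about EC15, sub-maximal agonist stimulus / Dosing: single dose, 3.0 µM nominal final compound concentration / Incubation: 6 min pre-incubation, 100 s read / Technique: Fluo-8 calcium dye fluorescence / Read-out: % activation vs EC15 and EC100 oxytocin / Benchmarks: EC15 oxytocin low, 75 nM oxytocin high / Replicates: singlicate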
CHRM1 agonist: human M1 muscarinic receptor agonism; P11229; CHO-K1 hM1, Fluo-8 calcium fluorescence, agonist mode; 0% DMSO, 100% acetylcholine EC100; 360,000 compounds, 0.33% hits; activation, % at 3 µM; AID 588814;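 active = activation above the run's mean compound activation plus 3 SD, cut at about 16% in these data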;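 note: peak over basal fluorescence ratio within a 140 s kinetic read after compound addition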
Target sequence (P11229 whole entry, looked up): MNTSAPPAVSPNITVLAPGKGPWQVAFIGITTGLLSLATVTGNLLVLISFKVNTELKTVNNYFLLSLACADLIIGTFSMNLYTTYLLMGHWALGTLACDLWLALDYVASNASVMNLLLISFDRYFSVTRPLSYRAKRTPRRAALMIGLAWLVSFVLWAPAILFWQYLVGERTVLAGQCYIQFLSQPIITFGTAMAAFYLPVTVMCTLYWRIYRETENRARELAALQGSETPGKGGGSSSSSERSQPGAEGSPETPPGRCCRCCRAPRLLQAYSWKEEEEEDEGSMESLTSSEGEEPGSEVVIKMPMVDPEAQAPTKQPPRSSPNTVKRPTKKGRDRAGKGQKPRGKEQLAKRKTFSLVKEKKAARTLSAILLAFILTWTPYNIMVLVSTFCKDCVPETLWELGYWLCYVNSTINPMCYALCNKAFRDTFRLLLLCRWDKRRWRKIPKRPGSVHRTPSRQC
CHO-K1 Ca antag: M1 antagonist counterscreen hit in parental CHO-K1 cells | ATP-induced calcium, Fluo-8 fluorescence | inhibition, % at 3 µM | 360,000 compounds, 0.6% hits | AID 602250;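 active = inhibition above a per-plate cutoff, the plate's mean sample inhibition plus 3 SD, cut at about 24% in these data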;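 note: 0% = DMSO plus EC80 ATP and 100% = DMSO alone without ATP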
M4 ag: CHRM4 agonism in calcium assay; activation, % at 3 µM; CHO-K1 hM4/Gqi5, Fluo-8 calcium fluorescence; vehicle 0%, full acetylcholine response 100%; 360,000 compounds, 0.14% hits; P08173; AID 624127;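 active = activation above the run mean over all test wells plus 3 SD, cut at about 32% in these data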;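 note: peak over basal fluorescence ratio per well then scaled between controls; 0% = DMSO wells and 100% = acetylcholine at EC100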
CHRM4 antagonist: antagonists of human muscarinic M4 receptor (CHRM4); P08173; CHO-hM4 cells, ACh EC80, Fluo-8 calcium fluorescence; inhibition, % at 3 µM; 360,000 compounds, 0.73% hits; AID 624125;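 active = inhibition above its plate's cutoff, the mean inhibition of sample wells plus 3 SD, cut at about 27% in these data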;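 note: 0% = acetylcholine EC80 with DMSO and 100% = DMSO without agonist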
CHO parental Ca: counter-screen: ATP calcium response change in parental CHO cells. inhibition, % at 5.6 µM. 330,000 compounds, 0.63% hits. parental CHO-K1, ATP-induced calcium, Fluo-8 fluorescence;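 active = inhibition above that plate's mean sample inhibition plus 3 SD, cut at about 26% in these data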;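 note: 0% = ATP-challenged DMSO wells and 100% = DMSO wells without ATP; some compounds past the cut are filed as inactive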
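Assay system – parental CHO cells · Reagent – ATP stimulus · Detection – intracellular calcium via Fluo-8 no-wash fluorescent dye · Evaluation – percent inhibition of ATP-evoked calcium rise, normalized to controls · Controls – ATP wells versus no-ATP DMSO wells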
M1 PAM: positive allosteric modulators of human M1 muscarinic receptor; P11229; CHO-K1 hM1, Fluo-8 calcium fluorescence, ACh EC20; 0% = ACh EC20, 100% = maximal ACh; activation, % at 3 µM; 360,000 compounds, 0.088% hits; in the data active = activation above about 19%, passing the limit was not always enough
M1 antag: blocks human M1 muscarinic receptor. inhibition, % at 3 µM. P11229. CHO-K1 hM1, Fluo-8 calcium fluorescence, ACh EC80 antagonist. 360,000 compounds, 1.3% hits;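 active = percent inhibition above its own plate's cutoff, namely the mean of that plate's compound wells plus 3 SD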;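 note: peak over basal fluorescence ratio during 140 s after agonist addition; 0% = ACh EC80 plus DMSO and 100% = DMSO alone without agonist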
Active calls of the source: *; / = no result given. Not a hit list; about 2.9% have a hit in one of these screens.

SMILES	M1 ag parental	OXTR potentiator	CHRM1 agonist	CHO-K1 Ca antag	M4 ag	CHRM4 antagonist	CHO parental Ca	M1 PAM	M1 antag
Cc1ccc(CNC(=O)c2ccc3c(=O)n(CCCN4CCCC4=O)c(=S)[nH]c3c2)cc1	0.7	-3	-6	-11	1	2	-17	9	-5
CS(=O)(=O)N1N=C(c2ccco2)CC1c1ccc(Cl)cc1Cl (stereo not given)	1.5	-2	-3	-22	3	-4	-15	8	-10
Cc1ccccc1CC(=O)NC1CCCCCC1	-0.2	-8	-8	-4	1	-9	-7	3	-14
CCOC(=O)CON1C(=O)C(=O)N(OCC(=O)OCC)[C@H]2CCCC[C@H]21	-0.3	-1	-5	14	0	-6	-7	2	-9
O=C(N/N=C\c1cn[nH]c1-c1ccccc1)c1ccc([N+](=O)[O-])cc1	1.3	-12	-10	-7	3	-7	-14	1	-1
O=C(N/N=C/c1ccccc1F)C(=O)N1CCCCCC1	0.6	-10	-2	18	1	4	2	14	-14
Cc1ccc(OCCNC(=O)C2CCCCC2)cc1	0.9	4	-6	-12	0	-8	-7	12	-12
COC(=O)CSc1nccc(C)n1	4.7	-14	-7	6	1	8	7	6	-7
O=C(NC(=O)N1CCSCC1)c1c(Cl)cccc1Cl	0.3	-12	-3	-10	0	0	-12	8	-9
CC(/C=N/NC(=O)Cn1cnc2c1c(=O)n(C)c(=O)n2C)=C\c1ccco1	-0.3	-4	-2	4	1	9	3	2	5
CS(=O)(=O)c1ccc2nc(NC(=O)Oc3ccccc3)sc2c1	0.5	-4	-2	-8	1	-10	-7	0	8
CCN(C(=O)C12CC3CC(CC(C3)C1)C2)C1CCS(=O)(=O)C1 (stereo not given)	1.0	-1	-6	-5	1	1	1	1	-1
O=C(C1CCN(c2ncnc3c2nc2n3CCCCC2)CC1)N1CCN(c2ccccc2F)CC1	9.3	-9	11	-11	14	-3	-25	-9	12
O=C(NCCNC(=O)c1cccnc1)c1cccnc1	0.0	/	-1	-3	1	-23	/	-1	-2
Cc1cccc(OCC(=O)Nc2c3c(nn2C(C)(C)C)CS(=O)(=O)C3)c1	-0.3	-2	-1	23	2	-11	-2	2	-4
COc1cccc2c(=O)c(SC(F)(F)C(F)C(F)(F)F)c(C)[nH]c12 (stereo not given)	0.5	-2	-3	8	1	6	-7	10	-9
COc1cccc(NC(=O)CSCC(=O)O)c1	-0.1	3	0	16	0	5	1	10	10
COc1ccccc1CNC(=O)c1cc(-c2ccccc2)n(Cc2cc(C)no2)n1	-0.7	-17	-9	-8	1	-2	-20	12	-3
NCCCC[C@H]1CNC(=S)N1CCc1cc(C(F)(F)F)cc(C(F)(F)F)c1	1.0	-1	-11	-12	0	0	2	5	2
CCOC(=O)COn1c(=O)c(-c2ccco2)[n+]([O-])c2ccccc21	0.8	-14	-1	0	2	2	0	9	-33
O=C(CSc1nnc(-c2ccccc2)c(-c2ccccc2)n1)N1CCc2ccccc21	0.2	-4	0	6	1	1	-12	-2	1
COc1ccc(CNc2oc(-c3cccc4ccccc34)nc2P(=O)(OC)OC)cc1	1.8	-5	-3	-17	0	-6	-20	11	-5
CCOC(=O)CSc1nnc(NC(=O)CN2CCN(C=O)CC2)s1	0.1	-11	-3	-3	1	7	-4	1	-4
Cc1ccc(Cl)cc1NC(=O)CCS(=O)(=O)c1ccc2c(c1)n(C)c(=O)c(=O)n2C	0.3	/	-1	-3	1	-14	/	15	-20
N#Cc1ccccc1CSc1nnc(-c2ccncc2)o1	1.6	-13	-2	-5	0	-10	1	11	-11
O=C(c1cnn(-c2ccccc2)c1)c1cc(Br)ccc1O	0.0	-7	-4	-11	0	-21	-28	2	-3
CCOC(=O)N1CCN(S(=O)(=O)N2CCCC(C(=O)NCCCN3CC(C)CC(C)C3)C2)CC1 (stereo not given)	-0.3	7	-5	6	1	0	-2	2	-1
Cc1[nH]nc(N)c1-c1ccc(Cl)cc1	1.0	-7	-2	-20	1	1	-10	6	-1
COc1ccc(C(c2nnnn2C(C)C)N2CCN(C(=O)c3ccco3)CC2)cc1 (stereo not given)	0.1	-11	-2	8	1	-23	0	19	-18
CC(/C=C/c1ccco1)=N/NC(=O)c1ccc(C)nc1	0.6	-7	-1	5	0	2	-2	3	-15
CCN(C(=O)Cn1cnc2cc([N+](=O)[O-])ccc2c1=O)C1CCS(=O)(=O)C1 (stereo not given)	0.2	-9	-4	-6	1	12	-3	1	2
COc1ccc(-c2cc(=O)oc3c(O)c(O)ccc23)cc1	0.4	-5	-3	-13	1	-3	-2	5	-14
Cc1cc2c(=O)n(Cc3ccco3)c(SCC(=O)N3CCCc4ccccc43)nc2s1	0.2	-8	-13	-10	1	7	-30	-16	19
Cc1ccccc1CN1CCCC(C(=O)Nc2ccc(-c3ccn[nH]3)cc2)C1 (stereo not given)	5.6	-9	-5	-4	8	8	-8	-11	13
CC1=C(C(N)=O)C(c2ccc(C)o2)C(C(N)=O)=C(C)N1	1.0	-14	-2	-14	1	-1	-12	8	-16
Cc1cc(C)nc(NC(=O)/C=C/c2cccs2)c1	0.7	-3	-4	-8	0	-6	-17	-1	4
CSc1ccc(CCCCCCOC(=O)C(C)(C)C)cc1	0.6	-5	0	-17	1	0	1	10	-5
COc1cc(SC)ccc1C(=O)Nc1ccccc1C#N	0.2	-3	0	-8	0	-3	-20	8	-4
CCOC(=O)C1C(=O)NC(c2ccccc2)=NC1c1ccc(Cl)cc1 (stereo not given)	0.9	-2	-7	-4	0	4	-9	11	-6
Cc1cc2oc(C(=O)N(Cc3cccs3)C3CCS(=O)(=O)C3)cc(=O)c2cc1Cl (stereo not given)	0.8	-12	-4	-14	3	-7	-46	5	6
COc1ccc2c(C(=O)CN3CCSCC3)c[nH]c2c1	0.2	2	-3	-2	1	-5	-8	-9	13
Cn1cccc([N+](=O)[O-])c1=O	-0.3	/	5	-3	0	-14	/	13	0
CCN(CC)c1ccc(/C=N/NC(=O)CCC(=O)NCc2ccccc2)c(O)c1	-0.7	-12	-8	12	-1	3	-7	4	4
Cc1nnc(SCC(=O)Nc2ccccc2C(=O)NC2CC2)s1	0.1	2	-1	1	1	-7	-6	-3	2
FC(F)(F)c1nc2ccccc2nc1N/N=C/c1ccc(Cl)cc1	-0.3	-7	-5	-22	1	4	-26	-2	-10
O=C(NCC1CCCN1S(=O)(=O)c1cccs1)c1cccc([N+](=O)[O-])c1 (stereo not given)	0.6	-8	-6	-5	2	-6	-11	8	-8
Cc1ccc(CS(=O)(=O)Cc2ccc(C(=O)NCC3CCCO3)o2)cc1 (stereo not given)	0.2	7	6	-12	3	-12	-1	11	-8
COc1ccc(-c2nc3ncccc3o2)cc1NC(=O)c1cccs1	2.2	-12	-4	-9	3	-2	-17	0	1
OC1(C#CCN2CCCC2)CCCCC1	0.9	-7	-6	-10	0	6	-2	-3	3
CN(C)c1nc(C(N)=O)nc(N2CCOCC2)n1	0.9	1	-3	-4	1	11	-6	1	0
CS(=O)(=O)Nc1ccc(C(=O)NC2CCCC2)cc1	2.3	-6	-3	2	0	0	-12	1	3
CCSc1nc2[nH]ncc2c(=O)[nH]1	0.1	-7	-4	3	2	-2	4	-7	8
COc1cc(C(=O)OCC(=O)Nc2sccc2C(N)=O)cc(OC)c1OC	7.8	-11	0	-2	19	14	-22	-10	33
CCCCn1c(N)c(N2CCOCC2)c(=O)n(CC(=O)NCCc2ccccc2)c1=O	1.1	15*	-4	-8	1	-7	5	7	-10
CCOc1ccccc1NC(=O)c1cccc2c1C(=O)N(C1CCCCC1)C2	0.6	-1	-2	3	0	-5	-3	11	-14
CCOC(=O)Cc1csc(NC(=O)c2cccnc2)n1	3.6	-3	-3	-9	1	6	-11	2	-1
COc1ccc(C(=O)NNC(=O)CCn2nnc(-c3ccc(C)cc3)n2)cc1OC	0.4	-6	-8	-13	1	0	-20	12	-3
CCOC(=O)Cn1c(=NC(=O)CC)sc2c(C)cc(C)cc21	0.9	1	-4	-3	0	19	-9	6	-7
O=C(Nc1ccc2c(c1)OCCO2)C1c2ccccc2OCC(=O)N1CCc1ccccc1 (stereo not given)	1.7	/	/	-25	1	3	/	/	/
Cc1ccc(C(=O)C2CCN(C(=O)c3ccc(C)cc3)CC2)cc1	4.7	-13	-2	-7	7	-4	-9	8	-10

Part of the list above, reduced to M1 ag parental.
SMILES	M1 ag parental
COc1cc(SC)ccc1C(=O)Nc1ccccc1C#N	0.2
CCOC(=O)C1C(=O)NC(c2ccccc2)=NC1c1ccc(Cl)cc1 (stereo not given)	0.9
Cc1cc2oc(C(=O)N(Cc3cccs3)C3CCS(=O)(=O)C3)cc(=O)c2cc1Cl (stereo not given)	0.8
COc1ccc2c(C(=O)CN3CCSCC3)c[nH]c2c1	0.2
Cn1cccc([N+](=O)[O-])c1=O	-0.3

New compounds follow:
SMILES	M1 ag parental	OXTR potentiator	CHRM1 agonist	CHO-K1 Ca antag	M4 ag	CHRM4 antagonist	CHO parental Ca	M1 PAM	M1 antag
O=C(CN1C(=O)c2cccc([N+](=O)[O-])c2C1=O)NCc1ccccc1	0.8	-9	-3	-15	1	3	-12	1	-7
COc1ccc(CNC(=O)c2cc3c(=O)n4cccc(C)c4nc3n(CC3CCCO3)c2=N)cc1 (stereo not given)	-0.4	-3	-6	-17	3	-9	-18	-2	-1
O=C(c1ccc2ccccc2c1)N1CCCCC1	1.4	-15	-6	-1	2	-5	27	0	2
Cc1ccc(CNC(=O)C2CCCN(c3nc4ccsc4c(=O)s3)C2)cc1 (stereo not given)	1.2	-11	-2	-6	0	-3	-6	4	-11
Cc1cccc(CS(=O)(=O)Cc2ccc(C(=O)NCCCN3CCCC3)o2)c1	0.8	1	-8	-9	1	-18	1	-2	-11
CCOC(=O)C(C)Sc1nnc(Cc2cc(=O)[nH]c(=O)[nH]2)n1-c1ccc(Cl)cc1 (stereo not given)	1.8	-6	-10	-7	2	-19	-7	3	-12
O=C(c1ccco1)N1CCN(C2CC(=O)N(c3ccccc3)C2=O)CC1 (stereo not given)	1.0	-10	-5	2	0	-14	-11	9	-1
CCOC(=O)C1CCN(C(=O)CCNC(=O)Cn2cnc3ccccc3c2=O)CC1	0.5	2	-3	-7	0	1	-10	10	-14
CC(=C1SC(=S)NC1=O)c1ccccc1	0.3	/	-5	-6	1	1	/	-2	-1
Cc1cc(NC(=O)CN(C)CCOc2ccccc2)ccc1Br	1.3	-3	-5	-22	0	-10	-22	0	1
COc1ccc(-n2c(Cc3cccn3C)nnc2SCC(=O)Nc2cccc(OC)c2)cc1	0.3	-4	-1	6	-1	-5	-4	-4	3
OC(COc1ccc2c(c1)OCO2)CN1CCCC1 (stereo not given)	0.1	-8	-2	-15	0	-5	5	5	-3

Screening data: PubChem, The Scripps Research Institute Molecular Screening Center
